# Bioassay records from PubChem.
# Cneo AK release = Cryptococcus neoformans lysis via adenylate kinase release; C. neoformans lysis, adenylate kinase release luminescence, 4 h; normalised: neutral wells 0, clomiphene wells 100; lysis activity, % at 15 µM; 360,000 tested, 0.2% active; AID 651654;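 active = mean lysis activity across replicates of at least 80%, whatever share of replicates individually reach that level; inactive = mean lysis activity below 80%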
#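 Assay system: C. neoformans cells. Amount: yeast cell density of 5 × 10^6 cells/mL. Technique: AK luminescence. Buffer or medium: YPD. Times: static 4 h at 37 °C with compound, 1 h detection. Dosing: single-point compound dose. Read-out: lysis from increased AK signal.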
# E-selectin induc = induces E-selectin expression in human endothelial cells; P16581; HUVEC E-selectin immunofluorescence imaging; normalized: neutral wells 0, TNF-alpha wells 100; activation, % at 7.58 µM; 260,000 tested, 0.37% active; AID 686992;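 active = mean E-selectin-positive cell signal at least 10% of the positive control, reached in at least 60% of replicates, without over 20% cell loss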;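 also: in these data hits start at about 27%; measured in HUVEC primary endothelial cells; signal is the percent of cells scored E-selectin positive by PE staining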
# Target sequence (P16581 whole entry, looked up): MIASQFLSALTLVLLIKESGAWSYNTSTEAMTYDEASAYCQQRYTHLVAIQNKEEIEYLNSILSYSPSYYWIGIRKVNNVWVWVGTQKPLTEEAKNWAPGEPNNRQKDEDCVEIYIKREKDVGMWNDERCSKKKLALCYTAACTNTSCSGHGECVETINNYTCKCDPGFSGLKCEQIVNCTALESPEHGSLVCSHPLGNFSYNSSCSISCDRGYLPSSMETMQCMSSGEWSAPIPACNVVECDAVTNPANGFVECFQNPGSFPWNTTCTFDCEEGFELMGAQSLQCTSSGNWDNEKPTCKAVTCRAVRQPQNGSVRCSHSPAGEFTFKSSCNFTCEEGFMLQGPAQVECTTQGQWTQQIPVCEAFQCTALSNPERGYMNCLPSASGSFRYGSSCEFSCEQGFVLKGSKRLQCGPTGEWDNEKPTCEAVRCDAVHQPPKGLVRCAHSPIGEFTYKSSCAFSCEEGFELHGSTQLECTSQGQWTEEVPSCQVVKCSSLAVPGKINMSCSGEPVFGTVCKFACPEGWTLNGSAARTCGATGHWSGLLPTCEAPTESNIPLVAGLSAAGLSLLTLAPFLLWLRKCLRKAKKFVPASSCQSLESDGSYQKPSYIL
#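 System: HUVEC / Compound: single concentration / Signal: immunofluorescence imaging / Read-out: percent E-selectin-positive cells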
# RAD52 inh = RAD52 (human) annealing inhibition | P43351 | recombinant RAD52 DNA annealing, FRET fluorescence | inhibition, % at 18.7 µM | 360,000 tested, 0.46% active | AID 651710;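 active = every replicate showing at least 50% inhibition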
# miR-122 sensor = inhibitors of miR-122 in Huh7 cells. activation (reporter increase), % at 12.5 µM. AID 602342. 340,000 tested, 0.3% active. Huh7 miR-122 Renilla luciferase sensor, 48 h; neutral wells = 0, positive control = 100;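 active = mean replicate activation score at least 90 and every replicate individually at or above 90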;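 also: higher luciferase means less miR-122 activity so hits act as miR-122 inhibitors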
# PglD DTNB = inhibitors of Campylobacter jejuni PglD acetyltransferase | purified PglD enzyme, DTNB colorimetric CoA detection | inhibition, % at 12.5 µM | 360,000 tested, 0.098% active; in the data active = inhibition above about 16%, passing the limit was not always enough; also: strong numbers were not always called active
# RAD54 inh = blocks human RAD54 Holliday junction branch migration; FAM/BHQ fluorescence; 360,000 tested, 0.14% active; inhibition, % at 10.4 µM; AID 602329;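 active = mean normalized replicate activity at least 40 and at least half of replicates scoring 40 or more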;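 also: 0% = median of neutral control wells and 100% = median of positive control wells; inhibitors cause a drop in the FAM fluorescence signal; in these data hits start at about 50%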
# PGC1a acetyl inh = PGC1a acetylation modulation, inhibitor mode; U2OS PGC1a acetylation, AlphaScreen anti-acetyl-lysine; with virally co-expressed GCN5 acetyltransferase; inhibition, % at 15.6 µM; 350,000 tested, 0.17% active; AID 651687;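 active = every replicate shows inhibition of at least 40%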;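 also: 0% = neutral control wells and 100% = positive control wells; some results beyond the cut were filed as inactive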
# ERAP1 inh = inhibitors of human ERAP1 aminopeptidase; Q9NZ08; recombinant ERAP1, Leu-AMC fluorescence, 60 min; 340,000 tested, 0.15% active; AID 652197; inhibition, % at 10.7 µM;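 active = mean replicate inhibition of at least 30%, or all replicates individually reaching that 30% level; inactive = mean below 30% and not every replicate reaching it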;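 also: 0% = neutral control wells and 100% = L-leucinethiol positive control wells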
# Starred values were filed as active, the others as inactive; nt = no result given; & = joins results of further samples; [ ] = dose if it differs, or a comment.
SMILES,Cneo AK release,E-selectin induc,RAD52 inh,miR-122 sensor,PglD DTNB,RAD54 inh,PGC1a acetyl inh,ERAP1 inh
COc1ccccc1CNC(=O)Cn1cnc2ccccc2c1=O,-6,nt,nt,-8,-1,-1,7,nt
CC(=O)c1ccc([N+](=O)[O-])c(CS(=O)(=O)c2ccc(Cl)cc2)c1,0,-0.5,4,0,1,7,4,2
C/C=C/c1ccc2c(c1)O[C@H](CN(C)Cc1ccccc1)[C@H](C)CN([C@@H](C)CO)S2(=O)=O,-2,0.5,-3,4[16.7 µM],-8,6,6,1
COc1cc2c(cc1OC)-c1cc(Nc3cccc(C)c3)nc(=O)n1CC2,1,nt,-9,-1,-5,26,1,4
COc1ccc(NC(=O)Cn2nnc(C(=O)Nc3ccc(F)c(Cl)c3)c2N)cc1,1,nt,-8,0,10,-5,-4,2
O=C(NC1CCCCC1)C(CCc1ccccc1)N1CCOCC1 (stereo not given),-29,0.3,-18,1,7,-1,13,0
O=C(COC(=O)CCc1ccc(S(=O)(=O)N2CCOCC2)cc1)NCc1ccccc1Cl,-2,2.2,-5,-6,5,-6,-6,-3
O=C(Nc1cc(S(=O)(=O)N2CCOCC2)ccc1N1CCOCC1)c1ccccc1Cl,1,-0.2,-10,16,0,6,-2,-1
COc1ccc(-c2nc(-c3ccncc3)no2)cc1OC,-1,nt,nt,-3,-1,3,1,nt
O=C(NCC1(N2CCOCC2)CCCCC1)c1cccc(S(=O)(=O)Nc2ccc(F)cc2)c1,-1,nt,-30,56,-4,-2,-5,1

# Sorted by the number under ERAP1 inh (falling): some entries from above.
Compound	RAD52 inh	miR-122 sensor	PglD DTNB	PGC1a acetyl inh	ERAP1 inh
COc1cc2c(cc1OC)-c1cc(Nc3cccc(C)c3)nc(=O)n1CC2	-9	-1	-5	1	4
COc1ccc(NC(=O)Cn2nnc(C(=O)Nc3ccc(F)c(Cl)c3)c2N)cc1	-8	0	10	-4	2
O=C(NCC1(N2CCOCC2)CCCCC1)c1cccc(S(=O)(=O)Nc2ccc(F)cc2)c1	-30	56	-4	-5	1

# Next section
SMILES,Cneo AK release,E-selectin induc,RAD52 inh,miR-122 sensor,PglD DTNB,RAD54 inh,PGC1a acetyl inh,ERAP1 inh
C[C@@H]1CN([C@H](C)CO)C(=O)c2cc(NS(C)(=O)=O)ccc2O[C@H]1CN(C)C(=O)Nc1ccc2c(c1)OCO2,1,197*,10,1[16.7 µM],3,-1,5,0
C[C@H]1CN([C@@H](C)CO)C(=O)c2cccc(NC(=O)Nc3cccc4ccccc34)c2O[C@@H]1CN(C)S(C)(=O)=O,-4,-1.0,10,-1[16.7 µM],1,-7,-6,-3
COCCNC(=O)C1CCN(C(=O)C2CC(=O)N(c3ccc(C)cc3)C2)CC1 (stereo not given),1,-0.1,2,4,-1,-9,8,-2
Cc1noc(C)c1S(=O)(=O)Nc1cccc2c1O[C@H](CN(C)Cc1ccc(C(F)(F)F)cc1)[C@H](C)CN([C@@H](C)CO)C2=O,6,-0.1,-8,18[16.7 µM],-5,-4,-13,-1
CCCNC(=O)Nc1ccc2c(c1)C(=O)N(C)[C@@H]1CC[C@H](CC(=O)O)O[C@@H]1CO2,-3,0.1,nt,-20[16.7 µM],8,-14,-10,nt
COc1ccc(OC)c(Cc2cnc3nc(N)nc(N)c3c2C)c1,nt,-0.4,21,5,nt,nt,25,-2
CC(c1ccccc1)n1cc(C(=O)NCC2COc3ccccc3O2)nn1 (stereo not given),3,nt,nt,3,-2,2,-5,nt
O=C(NCCCn1ccnc1)/C(=C/c1ccco1)NC(=O)c1ccco1,-2,0.5,-9,-1,-6,11,6,nt
CC(C)(C)C1CCC(=NNc2nc3ccccc3[nH]2)CC1 (stereo not given),nt,-0.1,-5,1,nt,nt,6,2
CCOc1ccc(CN2CCNC(=O)C2CC(=O)OC)cc1 (stereo not given),-2,0.0,1,-5,4,-4,-7,-4
NNC(=O)CNc1ccccc1Cl,-1,nt,-3,nt,1,7,nt,2
CCN(C[C@H]1N[C@@](Cc2ccccc2)(C(=O)OC)[C@H]2C(=O)N(C)C(=O)[C@@H]12)C(=O)c1ccccc1,-1,0.0,-11,-4,-1,3,-4,0
CC1CCCCN1C(=O)CCC(=O)Nc1nnc(C2CCCCC2)s1 (stereo not given),1,7.4,-10,-1,-5,3,-5,3
COc1ccc(CC(=O)NC(C)c2nnc(SCC(=O)c3ccc(Br)cc3)n2C)cc1 (stereo not given),-3,nt,nt,-9,0,-13,0,nt
CNC[C@H]1OCCCC[C@@H](C)Oc2ccc(NC(=O)c3ccncc3)cc2C(=O)N([C@H](C)CO)C[C@@H]1C,0,0.2,9,3[16.7 µM],1,-3,6,3
Cc1noc(C)c1S(=O)(=O)N(C)C[C@H]1OCCCC[C@@H](C)Oc2ccc(NC(=O)Nc3ccccc3)cc2C(=O)N([C@@H](C)CO)C[C@@H]1C,-3,0.9,7,2[16.7 µM],3,-3,-9,2
C[C@@H]1CN([C@@H](C)CO)C(=O)CCCn2nncc2CO[C@@H]1CN(C)S(=O)(=O)c1cccc(C#N)c1,1&-1,-0.2&1.9,-11&-18,-1,-1&0,2&-8,11&7,4&-2
CCOc1ccc(NC(=O)NCc2ccccn2)cc1,0,-0.3,-17,nt,-8,-4,nt,-1
C[C@@H]1CN([C@@H](C)CO)C(=O)Cc2cc(N(C)C)ccc2O[C@H]1CN(C)C(=O)Nc1ccc(C(F)(F)F)cc1,7,-2.2,15,0[16.7 µM],4,-3,10,-1
Cc1csc(NC(=O)c2cnccn2)n1,0,nt,nt,8,-2,2,-10,nt

# Exported with values under each structure: part of the list above.
# Fields: Cneo AK release | E-selectin induc | RAD52 inh | miR-122 sensor | PglD DTNB | RAD54 inh | PGC1a acetyl inh | ERAP1 inh
CCN(C[C@H]1N[C@@](Cc2ccccc2)(C(=O)OC)[C@H]2C(=O)N(C)C(=O)[C@@H]12)C(=O)c1ccccc1
→ -1 | 0.0 | -11 | -4 | -1 | 3 | -4 | 0
CC1CCCCN1C(=O)CCC(=O)Nc1nnc(C2CCCCC2)s1 (stereo not given)
→ 1 | 7.4 | -10 | -1 | -5 | 3 | -5 | 3
CNC[C@H]1OCCCC[C@@H](C)Oc2ccc(NC(=O)c3ccncc3)cc2C(=O)N([C@H](C)CO)C[C@@H]1C
→ 0 | 0.2 | 9 | 3[16.7 µM] | 1 | -3 | 6 | 3

# Following part.
SMILES,Cneo AK release,E-selectin induc,RAD52 inh,miR-122 sensor,PglD DTNB,RAD54 inh,PGC1a acetyl inh,ERAP1 inh
CC(C)c1nc2sc3c(SCCN(C)C)ncnc3c2c2c1CCC2,10,nt,10,2,3,0,10,nt
Cc1ccc(NC(=S)N2CCN(C3CCCCC3)CC2)cc1,1,nt,nt,nt,-4,2,-3,nt
O=C(O)c1ccc(COc2ccccc2/C=C2\NC(=O)N(Cc3ccccc3F)C2=O)cc1,nt,nt,-21,0,nt,nt,14,-1
O=C(COC(=O)CNC(=O)C12CC3CC(CC(C3)C1)C2)NC1CCS(=O)(=O)C1 (stereo not given),nt,0.2,-12,nt,nt,nt,2,-1
CCCn1c(=O)c2sccc2n2c(CCCC(=O)NCc3cccnc3)nnc12,-1,nt,3,-3,-2,2,-3,-3
CSCC[C@H](NC(=O)Nc1ccc(Oc2ccccc2)cc1)C(=O)O,0,-1.8,-4,-1,2,-3,-1,-20
C[C@@H]1CN([C@@H](C)CO)C(=O)c2cc(NC(=O)Nc3ccc(F)cc3)ccc2O[C@@H](C)CCCCO[C@H]1CN(C)C(=O)c1ccccc1,-3,0.0,1,3[16.7 µM],4,-2,2,-5
COC(=O)C[C@H]1CC[C@@H]2[C@@H](COc3ccc(NC(=O)c4cc(F)cc(F)c4)cc3C(=O)N2C)O1,-2,0.0,nt,-17[16.7 µM],-2,6,-15,nt
CO[C@@H]1CN(C)C(=O)c2ccc(NC(=O)Nc3ccccc3)cc2OC[C@H](C)N(C(=O)Nc2c(C)noc2C)C[C@H]1C,4,0.0,5,1[16.7 µM],5,-1,-7,4
CNC(=O)CSc1nc2sccc2c(=O)n1-c1ccccc1,0,nt,6,-3,0,4,4,0

# Looked up above:
# `C[C@@H]1CN([C@@H](C)CO)C(=O)c2cc(NC(=O)Nc3ccc(F)cc3)ccc2O[C@@H](C)CCCCO[C@H]1CN(C)C(=O)c1ccccc1` in E-selectin induc: 0.0
# `CSCC[C@H](NC(=O)Nc1ccc(Oc2ccccc2)cc1)C(=O)O` in miR-122 sensor: -1
# `Cc1ccc(NC(=S)N2CCN(C3CCCCC3)CC2)cc1` in PGC1a acetyl inh: -3

# More results follow:
SMILES,Cneo AK release,E-selectin induc,RAD52 inh,miR-122 sensor,PglD DTNB,RAD54 inh,PGC1a acetyl inh,ERAP1 inh
Cc1ccccc1CN(CC(=O)Nc1cccc([N+](=O)[O-])c1)S(=O)(=O)c1ccc(Cl)cc1,13,nt,0,3,-6,3,nt,8
COc1cccc(C2/C(=C(/O)c3cnn(-c4ccccc4)c3C)C(=O)C(=O)N2CCN(C)C)c1OC (stereo not given),-1,nt,nt,0,-1,0,3,nt
CCCC(=O)Nc1ccc2c(c1)OC[C@@H](C)N(C)C[C@H](C)[C@@H](OC)CN(C)C2=O,-12,-0.1,8,4[16.7 µM],0,4,nt,0
CSc1ccccc1C(=O)NCCOc1ccccc1C,0,nt,-16,0,2,-4,4,-4
COc1ccccc1NC(=O)COC(=O)c1c[nH]c2ccccc12,1,nt,-21,nt,5,11,nt,-3
